Screens from PubChem.
ADAM17 inh: inhibitors of human ADAM17 | AID 720648 | inhibition, % at 6.95 µM | 370,000 tested, 0.83% active | recombinant ADAM17, EDANS/DABCYL FRET peptide cleavage;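 active = inhibition above the mean of compounds lying between control limits plus 3 SD, set per campaign, cut at about 8.5% in these data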;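 also: 0% = DMSO-only wells as the low control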
SIAE inh: human SIAE inhibition, primary screen. SIAE FP-Rh probe binding, fluorescence polarization. inhibition, % at 9.66 µM. 370,000 tested, 0.69% active;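 active = inhibition above a cutoff: mean of compounds within the control limits plus 3 SD of those, cut at about 17% in these data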;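 also: 0% = plate median of compound wells and 100% = probe without SIAE protein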
ARFGAP1 inhibitor: inhibitors of rat ARFGAP1. Q62848. Arfgap1-stimulated ARF1 GTP hydrolysis, GDP FP detection. inhibition, % at 16.5 µM. 360,000 tested, 0.26% active;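 active = inhibition above a per-plate limit, mean inhibition of low control wells plus 3 SD, cut at about 25% in these data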;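 also: 0% = DMSO wells with enzyme and 100% = wells lacking Arfgap1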
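material = rat Arfgap1 catalytic domain, aa 1-136 | also added = human ARF1(Δ1-17)-GTP substrate | compound dosing = one concentration, 16.5 µM, DMSO 1.26% | times = GTP hydrolysis reaction 2 h at 25 °C | measured by = FP, GDP Alexa 633 tracer displaced from anti-GDP antibody, 620/688 nm | evaluation = percent inhibition of Arfgap1-stimulated GTP hydrolysis | replication = single well per compound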
Tn7 DDE FP: DD(E)-Tn7 binding inhibition, primary FP screen; AID 720508; P02675; inhibition, % at 8.3 µM; FP displacement of FITC-Tn7 peptide from fibrin DD(E); 0% = median of compound wells per plate; 370,000 tested, 0.13% active;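 active = inhibition above the mean of compounds falling within the control limits plus 3 SD of them, cut at about 14% in these data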;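 also: 0% = plate median of compound wells and 100% = 10 µM Aha-Tn7 peptide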
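system = human fibrin DD(E) protein | quantity = DD(E) 2 µM final | medium = Tris/NaCl/CaCl2 buffer, pH 7.8 | also added = labelled Tn7 tracer, 0.1 µM | compound dosing = single point at 8.3 µM | timing = compound with protein 10 min, then 3 h after probe, room temperature | signal = FP measurement | benchmarks = Aha-Tn7 high control | repeats = one replicate per compound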
ADAM10 inh: inhibitors of human ADAM10; inhibition, % at 7 µM; 370,000 tested, 0.62% active; recombinant ADAM10, EDANS/DABCYL FRET peptide cleavage, 3 h; O14672;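 active = inhibition above a per-campaign cutoff equal to the mean of compounds falling between control-based bounds plus 3 SD, cut at about 20% in these data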;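 also: 0% = DMSO wells while the 100% control is not disclosed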
Tn6 DDE FP: disrupts Tn6 cyclic peptide binding to fibrin D-Dimer-E complex; 370,000 tested, 0.21% active; AID 720509; inhibition, % at 8.3 µM; Fibrin DD(E) TRITC-Tn6 fluorescence polarization displacement; P02675;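 active = inhibition above a per-campaign cutoff: mean of compounds within control limits plus 3 SD, cut at about 15% in these data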;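 also: 0% = median of all compound wells on the plate and 100% = blocking peptide control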
PLCg1 inh: inhibitors of human phospholipase C gamma1. purified PLC-gamma1, fluorogenic substrate, fluorescence. inhibition, % at 12.2 µM. 370,000 tested, 0.84% active. AID 720700; in the data active = inhibition above about 9.5%
Target sequence (P19174 whole entry, looked up): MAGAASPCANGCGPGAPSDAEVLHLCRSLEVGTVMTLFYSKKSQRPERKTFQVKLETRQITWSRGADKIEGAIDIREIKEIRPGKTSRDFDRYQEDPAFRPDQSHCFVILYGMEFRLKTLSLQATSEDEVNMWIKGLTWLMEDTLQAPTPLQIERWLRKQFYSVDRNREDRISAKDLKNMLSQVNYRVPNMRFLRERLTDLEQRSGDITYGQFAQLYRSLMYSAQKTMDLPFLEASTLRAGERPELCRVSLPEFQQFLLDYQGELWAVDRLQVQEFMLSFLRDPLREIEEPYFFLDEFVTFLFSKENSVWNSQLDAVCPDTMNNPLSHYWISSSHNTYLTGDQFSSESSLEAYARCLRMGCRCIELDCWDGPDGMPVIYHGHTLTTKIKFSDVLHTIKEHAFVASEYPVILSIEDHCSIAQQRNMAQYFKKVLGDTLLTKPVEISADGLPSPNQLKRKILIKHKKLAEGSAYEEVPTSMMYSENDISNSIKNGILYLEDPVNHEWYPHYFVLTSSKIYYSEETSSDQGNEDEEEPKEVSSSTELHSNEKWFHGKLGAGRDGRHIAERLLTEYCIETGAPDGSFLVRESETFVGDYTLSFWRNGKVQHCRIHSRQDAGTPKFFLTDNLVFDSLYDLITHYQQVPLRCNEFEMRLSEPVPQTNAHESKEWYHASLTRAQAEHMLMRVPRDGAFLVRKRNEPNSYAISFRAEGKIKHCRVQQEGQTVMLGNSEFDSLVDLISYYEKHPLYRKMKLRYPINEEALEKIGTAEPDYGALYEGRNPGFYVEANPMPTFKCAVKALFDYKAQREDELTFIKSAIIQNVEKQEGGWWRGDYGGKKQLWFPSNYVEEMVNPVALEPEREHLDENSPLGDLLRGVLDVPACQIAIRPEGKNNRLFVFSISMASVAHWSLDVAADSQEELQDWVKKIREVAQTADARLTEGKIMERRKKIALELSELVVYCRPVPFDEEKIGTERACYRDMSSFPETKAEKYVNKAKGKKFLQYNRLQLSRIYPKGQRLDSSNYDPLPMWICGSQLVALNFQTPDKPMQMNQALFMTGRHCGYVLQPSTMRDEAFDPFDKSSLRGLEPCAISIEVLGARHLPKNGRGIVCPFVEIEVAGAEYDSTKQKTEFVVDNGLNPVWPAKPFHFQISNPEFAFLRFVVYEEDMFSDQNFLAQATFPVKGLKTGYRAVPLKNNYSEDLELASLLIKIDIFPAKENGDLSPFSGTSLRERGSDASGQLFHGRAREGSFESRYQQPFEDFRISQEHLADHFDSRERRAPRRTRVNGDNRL
ASAP1 inh: inhibitors of human ASAP1 ArfGAP activity. Q9ULH1. ASAP1-stimulated ARF1 GTP hydrolysis, GDP FP detection. inhibition, % at 16.5 µM. 360,000 tested, 0.19% active; in the data active = inhibition above about 25%;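 also: 0% = vehicle with enzyme and substrate and 100% = no enzyme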
PLC-beta3 inh: inhibitors of human phospholipase C beta3 | Purified PLC-beta3, fluorogenic substrate, fluorescence | inhibition, % at 12.2 µM | Q01970 | 370,000 tested, 0.18% active; in the data active = inhibition above about 11%;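 also: 0% = median of compound wells on plate and 100% = full blocker control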
TDP2 absorb: TDP2 (human) inhibition, absorbance primary screen; recombinant TDP2, T5PNP hydrolysis, p-nitrophenol absorbance 415 nm; inhibition, % at 12.8 µM; 370,000 tested, 0.34% active; AID 720702; O95551;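 active = inhibition above the mean of all tested compounds plus 3 SD, set per campaign, cut at about 25% in these data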;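 also: 0% = DMSO with enzyme and 100% = buffer with substrate but no TDP2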
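Assay system: recombinant human TDP2 / Reagent: T5PNP substrate at 5 mM, a TopII-DNA adduct mimic / Measured by: epi absorbance from released p-nitrophenol / Evaluation: % inhibition relative to enzyme-containing and enzyme-free wells / Control set: enzyme-free and DMSO wells / Replicates: each compound tested once, singlicate / Schedule: enzyme reaction with compound for 2 h at 37 °C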
* marks the source's active call; other numbers are inactive results; i = inactive. Rows were taken by chance; overall some 3.6% were active at least once.

item	ADAM17 inh	PLC-beta3 inh	Tn7 DDE FP	ADAM10 inh	ASAP1 inh	Tn6 DDE FP	SIAE inh	TDP2 absorb	ARFGAP1 inhibitor	PLCg1 inh	SMILES
1	6	-2	0	2	2	8	0	-7	8	4	O=[N+]([O-])c1cccnc1NCCNc1ncc(C(F)(F)F)cc1Cl
2	4	4	-3	16	3	6	-4	-9	-4	0	CC(=O)N(CCCNC(=O)c1ccccc1)C(=O)c1ccccc1
3	1	-8	3	-13	2	1	7	-4	8	4	Cc1nn(CC(=O)NNC(=O)c2ccc(Br)cc2)c(C)c1[N+](=O)[O-]
4	-4	-22	5	-6	-11	1	-8	3	-1	1	COC(=O)CCC(=O)c1oc2ccc(Cl)cc2c1NC(=O)CCCN1C(=O)c2ccccc2C1=O
5	-1	1	-6	1	2	0	3	-4	14	2	O=C(NCCCN1CCCCCC1)c1ccc(CS(=O)(=O)Cc2ccccc2F)o1
6	2	3	0	0	4	2	-4	1	-10	1	C(=N\Nc1nc(N2CCOCC2)nc(N2CCOCC2)n1)/c1ccncc1
7	-22	-16	2	-46	-12	-6	0	1	-7	-13	C=CCn1c(N)cc(=O)nc1SC(C)C(=O)Nc1cccc2ccccc12 (stereo not given)
8	4	4	4	2	3	-4	4	-22	-4	0	CCOC(=O)N1CCN(c2ccc(C(C)=O)cc2F)CC1C (stereo not given)
9	1	-5	-9	-1	7	2	-4	2	-4	-3	O=C(Nc1ccccc1Br)c1ccccc1-c1ccccc1
10	3	-2	-1	2	-3	-3	4	-23	-4	1	CC1=NN(C(=O)c2ccc(Cn3nc(C)cc3C)o2)C(O)(C(F)(F)F)C1 (stereo not given)
11	1	0	5	-2	1	8	-4	-1	-4	2	CN(C[C@H](Cc1ccccc1)N(C[C@H](c1ccccc1)N(CCc1ccccc1)N=O)N=O)N=O
12	-1	3	-2	4	-17	-7	2	0	-5	4	Cc1cc(C)c(NC(=O)COC(=O)c2cccc3c2C(=O)c2ccccc2C3=O)c(C)c1
13	1	4	-4	9	-4	5	-2	-15	-4	7	CC(=O)Nc1ccc(-c2nnn(CC(=O)c3ccccc3)n2)cc1Cl
14	-4	-12	-2	-7	0	9	-24	11	10	-3	N#Cc1c(-c2ccccc2)cc(-c2ccccc2)nc1SCCC(=O)O
15	-8	0	-2	-6	-4	2	5	0	4	-4	Cc1cccc(C)c1NC(=O)C1C(c2ccccc2)=Nc2ccccc2N1C(=O)c1cnccn1 (stereo not given)
16	-6	2	-9	3	2	-6	-1	12	-3	1	CCNC(=O)C1CC(=O)N(c2ccc(Br)cc2)C1 (stereo not given)
17	-2	-5	3	7	-9	-1	0	-3	4	-5	CCOC(=O)N1CCN(Cc2nc(N)nc(Nc3ccc(OCC)cc3)n2)CC1
18	2	-6	-6	0	6	-11	11	-12	4	4	Cc1cccc(OCC(=O)Nc2ccc(N3CCN(C(=O)c4ccccc4)CC3)cc2)c1C
19	-5	-1	-1	-6	13	-6	1	6	-2	-3	COc1ccc(C(O)C(O)(C(=O)OC(C)C)c2ccc(C)cc2)cc1 (stereo not given)
20	2	-10	8	5	3	5	18*	7	3	-2	CC(=O)NCCC(=O)Nc1cc(S(=O)(=O)Nc2ccc(Cl)cc2)ccc1N1CCCC1
21	-2	1	0	3	-3	7	-3	3	3	2	Cc1ccc(NC(=O)c2cccc(N3C(=O)C4C5CCC(C5)C4C3=O)c2)c(C)c1 (stereo not given)
22	-6	0	0	-4	-4	1	10	6	4	-2	Cc1c(CCO)c(=O)n(C)n1C(=O)c1ccc(Cl)cc1
23	-3	6	6	-2	-6	-4	1	6	-4	1	COCCn1nnnc1C(c1cccc(OC)c1OC)N1CCN(C2CCCCC2)CC1 (stereo not given)
24	-2	-1	10	-7	9	-1	3	13	-1	-3	COc1ccc(NC(=O)CSc2nccn2Cc2ccc(F)cc2)c(OC)c1
25	2	-7	5	-10	-2	7	2	-20	7	-4	Cn1cccc1Cc1nnc(SCC(=O)NC2CCCCC2)n1-c1ccc(F)cc1
26	7	5	2	-2	-9	2	0	-10	-5	8	COc1cccc(CNC(=O)[C@@H]2CCCN2C(=O)[C@H]2CCCCN2C(=O)OC(C)(C)C)c1
27	-3	1	-2	-2	-8	3	0	4	-1	-2	COc1ccc(-c2nc3ccccc3c(=O)n2CCOc2cccc(C)c2C)cc1
28	-1	-3	1	1	-10	-2	-5	-17	-5	2	CCOP(=O)(OCC)C(Nc1ccccc1)c1ccccc1C(F)(F)F (stereo not given)
29	3	-7	-2	-7	-2	3	3	-2	11	-1	CC(=O)c1cccc(NC(=O)N2C3CCC2CC(O)(c2cccnc2)C3)c1 (stereo not given)
30	-26	-72	3	-45	0	-6	4	-9	-7	-61	CC1(C)Oc2ccc3ccc(=O)oc3c2/C(=C/NNC(N)=O)C1=O
31	1	-6	0	-2	-1	-3	2	16	-3	-1	COc1ccc(C(=O)NCCS(=O)(=O)NCc2ccccc2)cc1
32	-208	-280	-1	i	-1	-2	4	-4	-3	-218	COc1ccc2c(c1)c1ncn(CCN3CCCC3)c(=O)c1n2C
33	1	6	-3	14	-11	3	-12	0	-6	1	N#CCC(=O)N/N=C/c1ccc(OCC(=O)Nc2ccc(F)cc2)cc1
34	6	0	-1	-6	-1	1	6	1	16	0	CC(C)NC(=O)Nc1ccc2c(c1)C(=O)N([C@H](C)CO)C[C@H](C)[C@@H](CN(C)C(=O)Nc1ccc(C(F)(F)F)cc1)O2
35	-3	1	-2	-5	2	1	-3	6	-18	0	CCc1nc(C#N)c(N2CCCCC2)o1
36	-3	1	1	-9	7	5	0	0	5	3	Nc1nc2c(ncn2[C@@H]2O[C@H](CNS(=O)(=O)c3cccnc3)[C@@H](O)[C@H]2O)c(=O)[nH]1
37	1	-4	-4	-8	-11	-2	8	-7	-4	-1	CCC(C)NC(=O)Cn1ccc2cc(S(=O)(=O)N3CCCCCC3)ccc21 (stereo not given)
38	-5	-2	-1	-20	-8	-2	-4	11	15	-4	CCOc1cc(OCC)cc(C(=O)N2CCC[C@H]2C(=O)N2CCC[C@H]2C(=O)N[C@@H](C)c2ccccc2)c1
39	-5	-5	3	-15	6	-3	-8	-10	20	-1	O=C(/C=C/c1cccc(F)c1)N1CCN(c2ncccn2)CC1
40	1	-7	4	-8	3	1	-1	-17	-4	1	CCn1nc(C)c(CN2CCC(n3nccc3NC(=O)c3ccc4c(c3)OCO4)CC2)c1C
41	1	-2	0	5	2	-6	-34	9	-9	-2	NS(=O)(=O)c1ccc(N=Cc2c(O)c3ccccc3oc2=O)cc1
42	2	0	1	0	6	-2	-12	-8	7	4	Cc1cc(-c2ccccc2)nc(Oc2cccc(C(F)(F)F)c2)c1S(C)(=O)=O
43	-4	-11	2	1	0	-7	0	3	-8	-2	CC(C)(C)n1nc2c(c1NC(=O)Cc1ccc(Cl)cc1)CS(=O)(=O)C2
44	2	-11	1	-1	2	-4	-2	16	1	-3	Cc1nn(-c2ccccc2)nc1C(=O)NNC(=O)c1cccc2ccccc12
45	-4	1	2	-10	3	6	22*	3	4	1	N#Cc1ccc(N=c2ssnc2Cl)cc1
46	-2	-3	-2	-1	-8	3	-4	8	-3	2	Cc1ccc(N2CCN(/N=C/c3ccccc3)CC2)cc1
47	-3	-2	-3	-6	0	4	-4	-8	8	-1	CN1C(=O)CC(N2CCN(CCN=CC3=C(O)CC(C)(C)CC3=O)CC2)C1=O (stereo not given)
48	-1	-2	3	2	15	5	1	-4	4	2	Cc1ccc(OCCc2csc(N)n2)cc1
49	3	-9	-6	6	4	-9	-2	-2	-3	-19	CCCCN(CCCC)S(=O)(=O)c1ccc(SCC(=O)OCC)c([N+](=O)[O-])c1
50	5	-2	-5	10	-7	-1	-7	-19	3	0	Cc1ccc(Cn2ccc(NC(=O)c3cc(C4CC4)on3)n2)cc1
51	0	-8	-1	-2	9	2	4	-11	10	0	CS(=O)(=O)N(CCC#N)Cc1ccc(/C=C2\C(=O)Nc3ccccc32)o1
52	0	6	9	-1	8	1	3	7	0	0	Cc1ccc(S(=O)(=O)N(CC(=O)Nc2ccc(Cl)cc2)C(=O)N2CCN(C)CC2)cc1
53	-9	-14	-3	-27	-2	5	-1	1	-1	-10	CCOC(=O)c1[nH]c2ccc(F)cc2c1NC(=O)C1=COCCO1
54	-2	-24	-3	-15	-8	2	1	-14	7	-18	COC(=O)c1[nH]c2cccc(OC)c2c1NC(=O)CN1CC2(C)CC1CC(C)(C)C2 (stereo not given)
55	0	3	-1	3	-3	2	-6	14	9	-1	COc1ccc(OCC2CNC(=O)O2)cc1 (stereo not given)
56	-4	-9	6	4	-13	-3	-7	15	-7	-1	O=C(NC1CC1)c1ccc(N2CCCCC2)c([N+](=O)[O-])c1
57	-1	-3	-5	2	2	-2	4	3	3	0	Cc1ccc2c(NC(=O)C3CC3)c(C)ccc2n1
58	0	0	0	4	-8	7	-7	-8	8	2	C#Cc1ccc([C@@H]2C=C(C(=O)OCC=C)O[C@H](OCC)[C@H]2CCCO)cc1
59	-5	-8	-2	-11	5	-5	-4	2	-1	-2	COc1cccc(C(O)Cc2nc3ccccc3n2C)c1OC (stereo not given)
60	3	-63	5	0	9	-22	-22	1	13	-42	CC1CCCCN1S(=O)(=O)c1ccc(C(=O)Nc2sccc2C(N)=O)cc1 (stereo not given)

(cont.)
item	ADAM17 inh	PLC-beta3 inh	Tn7 DDE FP	ADAM10 inh	ASAP1 inh	Tn6 DDE FP	SIAE inh	TDP2 absorb	ARFGAP1 inhibitor	PLCg1 inh	SMILES
61	-2	0	-1	-1	5	5	4	2	-12	0	Cc1noc(C)c1COc1ccc(C(=O)NNC(=O)c2ccccc2)cc1
62	-2	0	9	-5	11	9	-4	-6	-2	1	CC(=O)NC(Cc1cccc(F)c1)C(=O)NC1CCN(C(=O)c2cccc(C)c2)CC1 (stereo not given)
63	-5	-1	1	3	11	-1	2	15	2	0	CC(C)CC1NC(=O)N(CC(=O)c2ccc3c(c2)OCCO3)C1=O (stereo not given)
64	-15	-43	6	-28	3	12	3	-10	3	-27	O=C1CCC/C(=N\NC(=O)NC2CCCCC2)C1

Gathered by group: the compounds so far with two or more sulfur atoms (three)
item	ADAM17 inh	PLC-beta3 inh	Tn7 DDE FP	ADAM10 inh	ASAP1 inh	Tn6 DDE FP	SIAE inh	TDP2 absorb	ARFGAP1 inhibitor	PLCg1 inh	SMILES
45	-4	1	2	-10	3	6	22*	3	4	1	N#Cc1ccc(N=c2ssnc2Cl)cc1
49	3	-9	-6	6	4	-9	-2	-2	-3	-19	CCCCN(CCCC)S(=O)(=O)c1ccc(SCC(=O)OCC)c([N+](=O)[O-])c1
60	3	-63	5	0	9	-22	-22	1	13	-42	CC1CCCCN1S(=O)(=O)c1ccc(C(=O)Nc2sccc2C(N)=O)cc1 (stereo not given)
